# HttQ103 aggreg – inhibitors of mutant huntingtin aggregate formation in PC12 cells; PC12 HttQ103-GFP aggregates, Acumen cytometry, 40 h; Potency, µM (series often up to 46.1 µM), for inactives: at the top dose activity change, negative = inhibition, actives largely listed as inhibitors; 220,000 compounds, 1.1% hits; also: potency is read from the fitted curve at half-maximal effect; % is scaled to controls: 0 for no effect and ±100 for the full control effect; nearly all actives have a fitted effect of over 60% in size
#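 Aggregate formation scored by laser-scanning cytometer (488 excitation, 500–530 emission) in lysed PC12 cells expressing Q103-GFP after 100 nM tebufenozide induction; library tested in dose series, with ATPLite reagent added in the multiplex.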
# IMPase Li inh – IMPase inhibition in cells with lithium potentiation. Potency, µM (titrated, usually from 59.4 µM), for the others: at the top dose activity, negative = IMPase inhibition, hits mostly inhibitors. CHO-M1 cells, IP1 TR-FRET (IP-One), carbachol + lithium. 210,000 compounds, 0.35% hits;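 also: IP1 builds up when IMPase is blocked and the TR-FRET signal falls; potency is read from the fitted curve at half-maximal effect; plate controls were basal vehicle for no effect and high inhibitor control for full effect; nearly all actives have a fitted effect of over 50% in size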
#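 Steps: plate 2000 CHO-M1 cells per well and culture 16–30 h; add compound and lithium; incubate 30 min, 37C; add d2-IP1 tracer and Eu cryptate anti-IP1 antibody in lysis buffer; read after 10 min at room temperature.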
# NPSR antagonist – antagonists of human neuropeptide S receptor cAMP signaling | Q6W5P4 | CHO-NPSR cells, cAMP TR-FRET, antagonist mode | Potency, µM (top dose mostly 38.3 µM), for inactives: top-dose activity change, negative = inhibition, usual class: inhibitors | 220,000 compounds, 1% hits; also: potency is read from the fitted curve at half-maximal effect; % is scaled to controls: 0 for no effect and ±100 for the full control effect; nearly all actives have a fitted effect of over 50% in size; many of its hits are not listed in these tables
# Epigenetic reg – regulators of epigenetic silencing causing reporter derepression in mouse cells | 280,000 compounds, 0.2% hits | Potency, µM (titrated, usually from 53.9 µM), for inactives: at the top dose GFP activation, usual class: activators | murine LDR cells, GFP reporter derepression, 30 h; also: potency is read from the fitted curve at half-maximal effect; % of control where 0% means no effect; nearly all actives have a fitted effect of over 60% in size
#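 Murine LDR cells bearing a silenced CMV-driven GFP reporter were exposed to compound for 30 h at 37 C. After PBS washes, GFP-positive cells (20-120 um objects) counted by laser-scanning microplate cytometry.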
# Luc counter – blocks Kinase-Glo luciferase, a counter-screen artifact. 200,000 compounds, 0.28% hits. Potency, µM (top dose mostly 38.3 µM), inactives show at the highest dose activity change, negative = inhibition, usual class: inhibitors. Kinase-Glo luciferase, ATP luminescence, 8 min; also: potency is read from the fitted curve at half-maximal effect; % is scaled to controls: 0 for no effect and ±100 for the full control effect; nearly all actives have a fitted effect of over 60% in size
#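 Compounds were added to a substrate mix at pH 7.2 (50 mM imidazole, 10 uM ATP, within the enzyme's linear range), followed by Kinase-Glo detection reagent; luminescence was measured after 8 minutes at ambient temperature.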
# L3MBTL1 block – L3MBTL1 (human) inhibition; Q9Y468; AlphaScreen L3MBTL1–H3K9me1 peptide binding; Potency, µM (series often up to 57.1 µM), for inactives: at the highest dose activity, negative = inhibition, usual class: inhibitors; 230,000 compounds, 0.66% hits; AID 485360; also: potency is read from the fitted curve at half-maximal effect; % is scaled to controls: 0 for no effect and ±100 for the full control effect; nearly all actives have a fitted effect of over 60% in size
# Target sequence (Q9Y468 whole entry, looked up): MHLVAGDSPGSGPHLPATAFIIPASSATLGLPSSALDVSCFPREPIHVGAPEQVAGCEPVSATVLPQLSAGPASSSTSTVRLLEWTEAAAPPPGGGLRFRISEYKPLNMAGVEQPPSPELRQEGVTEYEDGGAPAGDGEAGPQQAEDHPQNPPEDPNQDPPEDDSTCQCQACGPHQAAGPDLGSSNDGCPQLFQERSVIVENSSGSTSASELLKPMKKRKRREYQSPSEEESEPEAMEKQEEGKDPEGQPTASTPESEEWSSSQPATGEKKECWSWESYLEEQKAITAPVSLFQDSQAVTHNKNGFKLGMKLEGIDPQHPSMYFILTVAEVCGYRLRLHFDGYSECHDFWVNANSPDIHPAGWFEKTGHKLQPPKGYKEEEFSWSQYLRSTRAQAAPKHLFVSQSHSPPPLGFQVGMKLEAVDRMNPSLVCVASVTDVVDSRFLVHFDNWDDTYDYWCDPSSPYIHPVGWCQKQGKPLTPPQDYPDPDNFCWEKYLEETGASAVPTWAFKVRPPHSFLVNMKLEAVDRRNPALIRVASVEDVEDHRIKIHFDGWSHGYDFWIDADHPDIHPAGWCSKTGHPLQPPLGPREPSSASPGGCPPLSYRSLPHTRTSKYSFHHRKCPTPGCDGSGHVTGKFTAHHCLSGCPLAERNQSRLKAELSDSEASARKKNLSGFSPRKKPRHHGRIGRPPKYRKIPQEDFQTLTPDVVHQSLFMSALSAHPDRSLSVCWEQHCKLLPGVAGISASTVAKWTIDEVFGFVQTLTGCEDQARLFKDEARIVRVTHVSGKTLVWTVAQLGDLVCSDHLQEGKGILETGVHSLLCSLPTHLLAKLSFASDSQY
#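 L3MBTL1 50 nM + b-AHA-H3(1-15)K9me1 75 nM, 30 min RT; compound added, 30 min RT; streptavidin donor/Ni-chelate acceptor beads 10 ug/mL each final, 30 min RT dark; AlphaScreen read.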
# CBFb-RUNX1 inh – blocks binding between human CBF-beta and RUNX1; Q01196+Q13951; AlphaScreen CBFb-His/RUNX1-biotin binding, biochemical; Potency, µM (top dose mostly 59.8 µM), for the others: at the top dose activity, negative = inhibition, usual class: inhibitors; 230,000 tested, under 10 active; AID 1477; also: % of control where 0% means no effect
#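 Interaction loss through any mechanism counts as activity. Pre-formed complex of His-CBF-beta and biotin-RUNX1 (30 nM apiece) is incubated with compound 15 min, then with 50 ng nickel and 50 ng streptavidin beads for 90 min before AlphaScreen detection.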
# The depositor's hits bear a star; ? = inconclusive; · = not tested or not shown; & = joins results of further samples; [ ] = remark or other dose. Calls follow the shape of the dose curve; as a rule, active = well fitted curve in the direction sought with a large enough effect; inconclusive = small, poorly fitted or top-dose-only effect, or another doubt; inactive = no such curve, though single readings can be large; an effect the other way counts as inactive or inconclusive.
SMILES,HttQ103 aggreg,IMPase Li inh,NPSR antagonist,Epigenetic reg,Luc counter,L3MBTL1 block,CBFb-RUNX1 inh
CC(C)C(=O)Nc1cccc(NC(=O)c2ccc([N+](=O)[O-])cc2Cl)c1,7%,21%,33%,-1.0%,0%,-13%,2%
COc1cccc(/C=N/N2CCN(C3c4ccccc4-c4ccccc43)CC2)c1O,-3%[9.22 µM],·,-38%,3.2%,·,-25%,-12%
CC(OC(=O)Cc1coc2cc3c(cc12)CCC3)C(=O)NCc1ccc2c(c1)OCO2 (configuration not stated),0%,28%[38.3 µM],-12%[46.1 µM],2.1%,18%,·,-24%
CC(C)=CC(=O)OCC(=O)Nc1ccc(Cl)cc1,13%,-7%,10%,-1.1%,-4%,39%[activator],-1%
O=C(Nc1ccc2oc(-c3cccnc3)nc2c1)c1cc2ccccc2o1,0%,-5%[38.3 µM],-13%[46.1 µM],-5.4%,1%,39%[activator],4%
Cc1ccccc1C(=O)NC(=S)Nc1ccccc1C(=O)O,11%,8%,6%,-1.3%,3%,10%,-4%
O=C(CSc1nnc(-c2ccccc2Br)o1)Nc1cccc2ccccc12,18%,8%,-7%[46.1 µM],-4.6%,3%,12%,11%
CC(NC(=O)c1ccc(F)cc1)c1ccc(F)cc1 (configuration not stated),-20%,-3%,4%,1.0%,0%,8%,-1%
COc1cc(-c2nnc(SCC3(c4ccccc4)OCCO3)o2)cc(OC)c1OC,?,22%[38.3 µM],-14%[46.1 µM],-0.7%,-4%,45%[activator],-6%
CCn1nnnc1SCC(=O)N1CCCc2ccccc21,2%,14%,22%[46.1 µM],0.0%,5%,9%,-6%

# By substructure: the compounds so far with nitrogen in an aromatic ring (4)
SMILES,HttQ103 aggreg,IMPase Li inh,NPSR antagonist,Epigenetic reg,Luc counter,L3MBTL1 block,CBFb-RUNX1 inh
O=C(Nc1ccc2oc(-c3cccnc3)nc2c1)c1cc2ccccc2o1,0%,-5%[38.3 µM],-13%[46.1 µM],-5.4%,1%,39%[activator],4%
O=C(CSc1nnc(-c2ccccc2Br)o1)Nc1cccc2ccccc12,18%,8%,-7%[46.1 µM],-4.6%,3%,12%,11%
COc1cc(-c2nnc(SCC3(c4ccccc4)OCCO3)o2)cc(OC)c1OC,?,22%[38.3 µM],-14%[46.1 µM],-0.7%,-4%,45%[activator],-6%
CCn1nnnc1SCC(=O)N1CCCc2ccccc21,2%,14%,22%[46.1 µM],0.0%,5%,9%,-6%

# Back to the main list, repeating the four entries before the break.
SMILES,HttQ103 aggreg,IMPase Li inh,NPSR antagonist,Epigenetic reg,Luc counter,L3MBTL1 block,CBFb-RUNX1 inh
O=C(CSc1nnc(-c2ccccc2Br)o1)Nc1cccc2ccccc12,18%,8%,-7%[46.1 µM],-4.6%,3%,12%,11%
CC(NC(=O)c1ccc(F)cc1)c1ccc(F)cc1 (configuration not stated),-20%,-3%,4%,1.0%,0%,8%,-1%
COc1cc(-c2nnc(SCC3(c4ccccc4)OCCO3)o2)cc(OC)c1OC,?,22%[38.3 µM],-14%[46.1 µM],-0.7%,-4%,45%[activator],-6%
CCn1nnnc1SCC(=O)N1CCCc2ccccc21,2%,14%,22%[46.1 µM],0.0%,5%,9%,-6%
CCSc1ncc(CO)c(N)n1,-5%[9.22 µM],·,-15%,-1.6%,·,-6%,11%
O=S(=O)(/N=C(/c1ccc(Cl)cc1)N1CCOCC1)c1ccc(Cl)cc1,-13%,-8%[38.3 µM],-4%[46.1 µM],-0.9%,-1%,-1%,5%
O=C(COc1ccc2ccccc2c1)Nc1cccc2cccnc12,15%,-1%[38.3 µM],-26%[46.1 µM],-0.1%,0%,14%,17%
CN(C)c1ccc(C=NCCC2(c3ccccc3)CCOC(C)(C)C2)cc1 (configuration not stated),15%[9.22 µM],·,?,3.1%,·,-12%,11%
O=C(NCc1ccco1)c1ccc(-c2ccccc2Cl)o1,-16%,-8%,-9%,-0.1%,-6%,-15%,-6%
O=C(Nc1nc2ccccc2n1CCN1CCCCC1)C1CCCCC1,-25%,-11%[38.3 µM],-10%[46.1 µM],-1.4%,-2%,-7%,1%
O=C1c2ccccc2-c2c1cccc2C(=O)N1CCN(C(=O)c2ccco2)CC1,28%,-1%[38.3 µM],-6%[46.1 µM],-2.1%,-7%,-1%,1%
CC(=O)Nc1cc(-n2cnnn2)ccc1C,11%[9.22 µM],3%,7%,0.0%,-1%,-4%,-1%
O=c1c(F)cn(C2CCCO2)c(=O)n1Cc1c(Cl)cccc1Cl (configuration not stated),-4%,47%[activator][38.3 µM],-16%[46.1 µM],0.8%,-2%,·,1%
CC(=O)Nc1cc(C(=O)N2CCCC2)ccc1S(=O)(=O)c1ccc(C)cc1,6%,-25%[38.3 µM],4%[46.1 µM],-0.2%,-2%,2%,1%
Cc1ccc(C)c(C(=O)COC(=O)CCCC(=O)Nc2cc(C(F)(F)F)ccc2Cl)c1,4%,14%,-6%,-0.3%&-1.0%,-1%,32%[activator],23%
CNC(=O)COc1ccc(S(=O)(=O)Nc2ccc(OC)cc2)cc1,3%[9.22 µM],1%,-23%,-2.8%,-1%,3%,4%
CCN=C1SC(CC(=O)NC(N)=O)C(=O)N1CC (configuration not stated),1%,21%[38.3 µM],-2%[46.1 µM],0.0%,2%,·,3%
O=C(c1cc(F)ccc1F)C1CCCN(C(=O)c2cccs2)C1 (configuration not stated),1%,0%,8%,0.2%,4%,6%,5%
O=C(O)CC/C(=C\c1cc([N+](=O)[O-])ccc1Cl)c1nc2ccccc2s1,2%,1%,-27%,0.0%,0%,2%,-10%
Cc1ccc(C(=O)NNC2=Nc3cc([N+](=O)[O-])ccc3OC2)cc1,-11%[9.22 µM],·,-1%[7.67 µM],1.1%,·,-5%,3%
COc1cc(OC)c(C(=O)NNC(=S)NC2CCCCC2)cc1OC,-4%,-1%,8%,-1.2%,2%,0%,-12%
CC1=CC(C)C(/C=N/n2cnnc2)C(C)C1 (configuration not stated),-2%,3%[38.3 µM],-9%[46.1 µM],-0.1%,10%,1%,11%
COc1cccc(NC(=O)Cn2c(-c3cncs3)nc3ccccc32)c1,6%,-9%[38.3 µM],1%[46.1 µM],0.6%,3%,-1%,-5%
COc1ccc(C(=O)NCCSc2ccccn2)cc1,-5%,-9%[38.3 µM],-2%[46.1 µM],-0.8%,0%,-4%,8%
O=C(Nc1nnc(-c2ccccc2F)s1)Nc1ccccc1F,11%[9.22 µM],10µM*,-16%,0.0%,2%,6%,4%
COc1ccc(NC(=O)CCCCCN2C(=O)CCC2=O)cc1Cl,9%[9.22 µM],-1%[38.3 µM],-2%[46.1 µM],-3.0%,4%,·,0%
Clc1ccc(N=NN2CCOCC2)cc1,5%[9.22 µM],·,-18%,2.8%,·,6%,1%
CC(C)(C)NC(=O)CSc1nc2ccc(NC(=O)CSc3nnnn3Cc3ccccc3)cc2s1,?,18%[38.3 µM],?,-0.3%,14%,·,-7%
COc1ccc(Br)cc1/C=N/NC(=O)C(c1ccncc1)N1CCOCC1 (configuration not stated),1%,0%,3%,1.0%,1%,-10%,3%
COc1ccc2[nH]cc(CCNc3ncncc3-c3ccc(N(C)C)cc3)c2c1,·,16%,·,-1.4%,-2%,·,·
CC1CC(C)CN(S(=O)(=O)c2ccc(C(=O)NCCCn3ccnc3)cc2)C1 (configuration not stated),7.9µM*,12%[38.3 µM],-18%[46.1 µM],-8.8%,-1%,1%,3%
Cc1cc2cc(CNC(=O)CCC(=O)O)ccc2n1C,-9%,-22%,10%,-2.9%,-7%,-14%,8%
CCn1c(SCC(=O)Nc2ccccc2F)nc2c(c1=O)SC(C)C2 (configuration not stated),-1%,8%,-20%[46.1 µM],0.1%,0%,-7%,-5%
Cc1cc(C)cc(N2CN=C3SCC(=O)N3C2)c1,12%,7%,13%,0.0%,-4%,7%,3%
CCOC(=O)N1CCN(Cc2nc3c(c(=O)n(C)c(=O)n3C)n2Cc2ccccc2C)CC1,9%,3%[38.3 µM],-16%[46.1 µM],0.0%,-1%,2%,13%
COc1ccc(C2=[N+]([O-])C(C)(C)N(O)C2C)cc1 (configuration not stated),5%,-3%,7%[46.1 µM],-0.9%,2%,3%,4%
Cn1c(SCC(=O)NC2CCCCC2)nnc1-c1cc2ccccc2o1,-2%[9.22 µM],-1%[38.3 µM],-15%[46.1 µM],-12%,3%,·,2%
COc1ccc(Cc2n[nH]c(=S)n(N)c2=O)cc1,-16%,-6%,6%,-1.1%,4%,15%,-8%
CC(C)NC(=O)CSc1nnc2sc3ccccc3n12,-6%,-9%,-7%[46.1 µM],-0.9%,8%,?,7%
O=C(Nc1ccccc1)NC1CC2CCC(C1)N2Cc1nnnn1Cc1ccc2c(c1)OCO2 (configuration not stated),0%,34%[38.3 µM],-13%[46.1 µM],2.0%,7%,·,-2%
Cc1ccc(OCc2nc(-c3ccc(Cl)cc3)n[nH]2)cc1,-19%,-3%,-7%[46.1 µM],-0.9%,3%,7%,17%
CCCCn1c(O)c(N=NC(=O)c2ccccc2NS(=O)(=O)c2cccs2)c2ccccc21,-8%,14%,-18%,1.1%,1%,-14%,-6%
O=C(COC(=O)c1ccccc1NC(=O)c1ccccc1)c1cccc([N+](=O)[O-])c1,2%,1%,-22%,-3.2%,0%,-5%,-9%
O=C(Nc1cnn(Cc2c(Cl)cccc2Cl)c1)C(c1ccccc1)c1ccccc1,-3%,29%[38.3 µM],?,0.7%,-3%,·,-2%
CCN(CC)CCC(=O)NN,15%,-6%,13%,-1.5%,5%,4%,17%
O=C(CC(c1ccccc1)c1ccccc1O)NCc1ccccc1 (configuration not stated),7%,7%,-58%,-0.5%,2%,7%,5%
CCSc1nc(C(F)(F)F)cc(=O)n1-c1ccccc1,9%,-1%[38.3 µM],-14%[46.1 µM],0.0%,-1%,7%,-4%
O=C(O)CC1(CC(=O)NCc2cc(F)cc3c2OCOC3)CCCCC1,7%[9.22 µM],·,0%,4.8%,·,-16%,-5%
CCCn1nc2cc(C(=O)NCc3ccccc3OC)ccc2c1OCC,16%,-12%[38.3 µM],-5%[46.1 µM],-3.2%,-2%,0%,-4%
CC(=O)Nc1ccc(OC(=O)c2ccccc2O)cc1,-16%,0%,·,-3.2%,-3%,·,6%
Cc1ccc(N(CC(=O)Nc2ccccc2C(=O)N2CCOCC2)S(C)(=O)=O)cc1,-20%,4%,-15%[46.1 µM],0.0%,16%,0%,2%

# Compound activity (PubChem)

# Not all compounds are listed; the hit share may differ from the screen's.
